RORgamma inh: blocks mouse ROR gamma transcriptional activity | Potency, µM (top dose mostly 53.6 µM), for the others: at the highest dose activity change, negative = inhibition, actives largely listed as inhibitors | AID 2551 | Drosophila S2 Gal4-RORgamma UAS-luciferase reporter, 20 h | hit rate 5.4% among 310,000 | P51450; note: % is set by controls: 0 for no effect and ±100 for the full control effect; nearly all actives have a fitted effect of over 60% in size
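Stably transfected Drosophila Schneider cells are the test system, with ROR gamma fused to Gal4 and luciferase under UAS control; luminescence is read after 20 hr of 700 uM copper sulfate induction at ambient temperature.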
MBNL1 CUG block: MBNL1-poly(CUG) RNA binding inhibition | Potency, µM (highest dose often 57.5 µM), without a hit: at the highest dose activity change, negative = inhibition, actives largely listed as inhibitors | AID 2675 | TR-FRET MBNL1-His/biotin-(CUG)12 binding, 665/545 ratio | hit rate 0.036% among 280,000 | Q9NR56; active = well fitted inhibition curve with a large enough effect in the signal ratio, with a control signal flat, not every such curve was filed as active; inconclusive = small, poorly fitted or top-dose-only effect, or effect the other way, or a change in a side signal; inactive = no such curve, though single readings can be large or run the other way; the % refers to the signal ratio; note: % is set by controls: 0 for no effect and ±100 for the full control effect
Target sequence (Q9NR56 whole entry, looked up): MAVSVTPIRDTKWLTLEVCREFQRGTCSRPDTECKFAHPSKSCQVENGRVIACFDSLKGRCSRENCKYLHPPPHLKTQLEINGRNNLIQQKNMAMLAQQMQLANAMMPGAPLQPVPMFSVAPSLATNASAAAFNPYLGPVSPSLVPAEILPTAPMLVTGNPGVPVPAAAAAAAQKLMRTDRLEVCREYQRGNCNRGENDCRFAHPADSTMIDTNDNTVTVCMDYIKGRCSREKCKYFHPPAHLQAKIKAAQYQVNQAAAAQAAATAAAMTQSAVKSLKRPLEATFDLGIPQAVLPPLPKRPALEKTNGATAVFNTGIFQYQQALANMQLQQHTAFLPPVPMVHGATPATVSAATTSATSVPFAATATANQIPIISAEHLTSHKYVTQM
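Compound titration spanned 92 nM–58 uM against the MBNL1-His/biotin-(CUG)12 complex. After 60 min at room temperature with 5 nM streptavidin-XL665 and 0.055 ng/ul terbium anti-His, ratiometric 665/545 nm emission (Ex 340 nm) normalized to controls.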
Gal4-VP16 FLuc: inhibits Gal4-VP16 luciferase reporter, ROR gamma counter-screen. Drosophila S2 Gal4-VP16 UAS-luciferase, luminescence, 20 h. Potency, µM (highest dose often 53.6 µM), inactives show at the top dose activity, negative = inhibition, most hits filed as inhibitors. hit rate 3.5% among 310,000. AID 2546;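 note: Gal4-VP16 expression switched on by copper sulfate through the metallothionein promoter; % is set by controls: 0 for no effect and ±100 for the full control effect; nearly all actives have a fitted effect of over 50% in size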
ELG1 genotoxic: inducers of genotoxicity in HEK293T ELG1-luciferase cells; Potency, µM (titrated, usually from 46 µM), inactives show at the highest dose activity change, positive = activation, hits mostly activators; HEK293T ELG1-luciferase reporter, luminescence, 16 h; hit rate 1.3% among 330,000; note: % of control where 0% means no effect; nearly all actives have a fitted effect of over 60% in size
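Quantitative HTS format in 1536-well plates. HEK293T ELG1-luciferase reporter cells receive test compound and are incubated 16 hr at 37 °C, 5% CO2; ONE-Glo added, 30 min room temperature, then luminescence read.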
NPC1 prom act: activators of NPC1 promoter; Huh7 NPC1 promoter luciferase reporter, 24 h; Potency, µM (top dose mostly 9.22 µM), without a hit: at the top dose activation, actives largely listed as activators; hit rate 2.4% among 320,000; AID 485313;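 note: % of control where 0% means no effect; nearly all actives have a fitted effect of over 60% in size; reporter is driven by a mutant NPC1 promoter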
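Huh7 cells stably carrying NPC1 promoter–luciferase, plated in Opti-MEM with 10% FBS for 2 h, were exposed to compound in DMSO for 24 h at 37 °C; luciferase reagent was added for 10 min and luminescence read.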
uPA surface inh: cell surface uPA generation inhibition; Potency, µM (doses to about 38.3 µM), inactives show top-dose activity change, negative = inhibition, most hits filed as inhibitors; cell surface uPA generation assay, qHTS; AID 540303; hit rate 0.31% among 330,000; active = well fitted inhibition curve with a large enough effect; inconclusive = small, poorly fitted or top-dose-only effect; inactive = no such curve, though single readings can be large or run the other way; tested in mouse RAW 264.7 cells; note: % is set by controls: 0 for no effect and ±100 for the full control effect; nearly all actives have a fitted effect of over 55% in size
BRCA1 expr up: activators of BRCA1 expression. MCF7-BRCA1-FFLuc reporter, luminescence, 48 h; response scale: scaled: vehicle 0%, 10 µM genistein 100%. Potency, µM (doses to about 46.1 µM), without a hit: at the top dose activation, most hits filed as activators. hit rate 1.1% among 380,000; note: nearly all actives have a fitted effect of over 80% in size; some results filed as inactive show a strong effect at the top dose
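First, MCF7-BRCA1-FFLuc cells (2000/well) attach for 2 h; next, compounds are pin-added and incubated 48 h at 37 °C; finally, luciferase reagent is added and luminescence read after 15 min.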
MLL CXXC-DNA inh: blocks binding of human MLL CXXC domain to DNA | Q03164 | MLL-CXXC / FITC-HOXA9 DNA fluorescence polarization | Potency, µM (titrated, usually from 115 µM), for inactives: top-dose activity change, negative = inhibition, actives largely listed as inhibitors | hit rate 0.037% among 290,000; active = well fitted inhibition curve with a large enough effect in the polarisation, with a control signal flat, not every such curve was filed as active; inconclusive = small, poorly fitted or top-dose-only effect, or effect the other way, or a change in a side signal; inactive = no such curve, though single readings can be large or run the other way; the % refers to the polarisation
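Purified MLL-CXXC (added from a 7 uM solution) was preincubated 5 min at ambient with pinned compounds in 50 mM Tris-HCl pH 7.5, 50 mM NaCl, 1 mM DTT, 0.05% BSA. Fluorescein-labeled HOX-A9 DNA (50 nM solution) followed, 30 min, then polarization read.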
p53 reactivator: restores transcriptional activity of mutant p53; AID 504706; hit rate 0.063% among 320,000; H1299 p53-A138V BP100-luciferase reporter, luminescence, 24 h; Potency, µM (titrated, usually from 92.2 µM), for inactives: at the highest dose activity change, positive = activation, most hits filed as activators; note: % of control where 0% means no effect; nearly all actives have a fitted effect of over 45% in size
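H1299 (p53-null), stable ts p53-A138V + BP100-Luc; 1000 cells/well, Opti-MEM/10% FBS; cpd 4 pt, 1:5; 24 h, 37 deg C, 5% CO2; detection reagent 10 min RT; luminescence.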
Rab9 prom act: activators of Rab9 promoter. Huh7 Rab9 promoter-luciferase reporter, luminescence, 24 h. Potency, µM (doses to about 9.22 µM), for the others: top-dose activation, negative = inhibition, usual class: activators. hit rate 2.8% among 320,000. AID 485297; note: % of control where 0% means no effect; nearly all actives have a fitted effect of over 60% in size
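Steps: seed 1500 Huh7 Rab9-luc cells per well, rest 2 h at 37 °C; add compound in DMSO; incubate 24 h; add luciferase reagent, 10 min ambient; read luminescence.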
FLuc counter: counter-screen for miR-21 project: firefly luciferase inhibitors or activators. Potency, µM (top dose mostly 57.5 µM), for inactives: at the highest dose activity change, negative = inhibition, hits mostly inhibitors. P08659. hit rate 6.9% among 360,000. purified FLuc, Km substrates, luminescence inhibition;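 note: plate controls were vehicle for no effect and reference inhibitor for full effect; nearly all actives have a fitted effect of over 55% in size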
Target sequence (P08659 whole entry, looked up): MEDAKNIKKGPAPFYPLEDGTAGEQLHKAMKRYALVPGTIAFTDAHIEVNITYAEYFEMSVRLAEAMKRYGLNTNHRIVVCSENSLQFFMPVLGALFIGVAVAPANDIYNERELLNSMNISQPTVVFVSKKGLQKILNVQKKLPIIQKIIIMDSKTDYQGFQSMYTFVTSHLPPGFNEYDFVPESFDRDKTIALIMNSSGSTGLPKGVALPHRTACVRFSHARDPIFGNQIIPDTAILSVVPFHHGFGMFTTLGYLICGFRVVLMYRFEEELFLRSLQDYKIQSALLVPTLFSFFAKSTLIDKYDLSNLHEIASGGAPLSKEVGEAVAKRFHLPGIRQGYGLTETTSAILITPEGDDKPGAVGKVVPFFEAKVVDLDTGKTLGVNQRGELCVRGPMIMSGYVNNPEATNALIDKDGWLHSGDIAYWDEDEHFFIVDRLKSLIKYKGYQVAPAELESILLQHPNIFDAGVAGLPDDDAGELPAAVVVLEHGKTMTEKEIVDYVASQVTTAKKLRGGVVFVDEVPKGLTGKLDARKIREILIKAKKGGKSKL
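Purified P. pyralis luciferase, 10 nM final, with Km-level 10 uM D-luciferin and 10 uM ATP in 50 mM Tris acetate pH 7.5, 10 mM Mg acetate, 0.01% Tween-20, 0.05% BSA; 6-point qHTS titration about 60 µM downward; luminescence read.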
* marks the source's active call; other numbers are inactive results; ? = inconclusive; / = no result given; & = joins results of further samples; [ ] = remark or other dose. Unless noted, calls come from the whole dose curve; as a rule, active = well fitted curve in the direction sought with a large enough effect; inconclusive = small, poorly fitted or top-dose-only effect, or another doubt; inactive = no such curve, though single readings can be large; an effect the other way counts as inactive or inconclusive. Potency is the fitted concentration of half-maximal effect. This is a subset, so the mix of outcomes need not match the whole.

SMILES	RORgamma inh	MBNL1 CUG block	Gal4-VP16 FLuc	ELG1 genotoxic	NPC1 prom act	uPA surface inh	BRCA1 expr up	MLL CXXC-DNA inh	p53 reactivator	Rab9 prom act	FLuc counter
COc1cccc(-c2nn3c(-c4cccc(C)c4)nnc3s2)c1	7.5%	1.0%	25.1%	12.4%	-8.6%	/	?	5.7%	10.7%	7.8%	19µM*
CN1C(=O)C(CC(=O)Nc2ccccc2F)N(NC(=O)c2ccc(Br)cc2)C1=S (configuration not stated)	?	2.6%	-5.2%	-8.3%	-0.8%	0.5%	1.3%	20.5%	-2.2%	0.1%	0.9%
COc1ccc(-c2csc(Nc3cc(C)ccn3)n2)cc1C	?	1.8%	-25.6%	2.2%	21.4%	19.4%	62.2%	-2.1%	23.4%	?	8.49µM*
CSc1nnc(CSc2cc(C)nc(N(C)C)n2)o1	-14.8%	-12.9%	3.6%	9.1%	0.0%	-3.4%	13.8%	2.6%	-19.1%	-5.2%	-2.5%
COC(=O)CCCCC1SCC(NC(=O)c2ccccc2)C1OC(C)=O (configuration not stated)	7.2%	-6.7%	-14.3%	-0.7%	-5.1%	-18.4%	-0.5%	-1.0%	-3.0%	-3.7%	1.7%
CSc1ccccc1C(=O)NC1CCCCC1	34.6%	-0.7%	3.9%	0.6%	0.6%	/	1.1%	0.6%	-4.5%	-5.7%	-0.9%
O=C(NCc1ccco1)c1cc(-c2cccc(Cl)c2)on1	?	-7.3%	-19.0%	?	24.2%	/	?	14.6%	?	24.4%	-4.3%
COc1cccc2c(=O)c3ccccc3oc12	-11.1%&11.8%	0.5%&111.1%	1.0%&-7.4%	9.5%	26.1%	-16.3%	?	8.3%&-10.5%	7.8%	?	-16.4%&-29.2%
Cc1ccc2nc(C)c3c(c2c1)N(c1ccccc1)CC3	-8.7%	?	-2.6%	-9.7%	-2.5%	-5.9%	-26.1%	-0.2%	-2.8%	-13.0%	0.9%
O=C(C(NS(=O)(=O)c1cccc2nsnc12)c1ccccc1)N1CCN(c2ccccc2)CC1 (configuration not stated)	5.0%	?	3.4%	-3.4%	8.4%	-1.5%	-12.4%	1.8%	5.5%	-1.0%	-0.8%
COCc1c(C(=O)OCc2nc(N)nc(Nc3ccccc3C)n2)oc2ccccc12	-12.9%	-9.0%	1.8%	-4.8%	1.1%	0.9%	8.0%	6.5%	-4.7%	-3.4%	1.4%
COc1ccc(CNC(=O)CN2C(=O)NC3(CCCCCC3)C2=O)cc1OC	20.1%	-4.4%	6.9%	-7.3%	-4.1%	11.5%	15.3%	1.5%	1.6%	1.9%	0.3%
COc1cccc(/C=N/Nc2ncnc(N)c2[N+](=O)[O-])c1OC	?	?	?	?	1.78µM*	-8.5%	-66.4%[inhibitor]	-0.9%	29.1%	0.562µM*	4.78µM*
O=C(Cn1nc(C(F)(F)F)c2c1CCCC2)Nc1ccc2c(c1)OCO2	2.1%	2.2%	-2.1%	-3.8%	-5.1%	2.8%	-24.3%	8.6%	-5.6%	2.8%	-0.2%
CC1=CC(C)(C)N(C(=O)CSc2nnc(-c3ccccc3)o2)c2ccc(C)cc21	3.1%	-1.1%	?	/	/	2.1%	-26.7%	4.4%	/	/	0.2%
CC(Oc1ccc(Cl)cc1Cl)C(=O)NCCCCc1ccccc1 (configuration not stated)	21.7%	-2.1%	-2.9%	1.0%	0.4%	1.3%	-20.4%	-0.4%	-8.6%	0.8%	6.0%
COc1ccc(-c2ccc(SCC(=O)NCc3ccco3)nn2)cc1	-12.0%[10 µM]	2.1%	-1.5%	?	21.2%	/	48.7%	7.6%	15.4%	?	8.49µM*
CCCc1cc(=O)[nH]c2nnc(SCC(=O)Nc3ccc4c(c3)OCCO4)n12	/	/	/	-2.5%	-0.3%	4.2%	0.0%	/	0.0%	0.7%	5.4%
CCOC(=O)Cc1csc(NC(=O)CCSc2ccccc2)n1	27.7%	-4.7%	-16.5%	-2.6%	0.0%	-1.2%	-30.4%	25.0%	5.9%	-5.3%	?
C=CCc1c(C)nc2c(OC)cccc2c1Cl	-41.3%	12.7%	-5.4%	-0.9%	0.8%	-4.7%	20.3%	7.9%	9.6%	1.4%	13.5µM*
CCOC(=O)c1c(C)nn(-c2ncccc2NC(=O)CCC(=O)O)c1C	-11.3%	-10.3%	-3.5%	-0.5%	-1.8%	0.6%	-5.4%	-0.5%	0.1%	-4.4%	1.4%
COc1cccc(-n2c(CCn3nc(C)c([N+](=O)[O-])c3C)n[nH]c2=S)c1	?	-3.5%	-10.3%	-2.4%	18.2%	0.6%	1.2%	-0.5%	-1.8%	0.5%	-1.0%
Cc1cccc(CN2CCC(CNC(=O)CCNC(=O)Cn3ccc4ccccc4c3=O)CC2)c1	-15.2%	-8.8%	-2.1%	-1.1%	-8.5%	2.1%	-6.3%	-1.1%	11.7%	10.7%	0.6%
CCNC(=O)/C(=C\c1ccc2c(c1)OCO2)NC(=O)c1ccc(Br)cc1	0.6%	4.7%	-6.3%	0.4%	-4.2%	/	3.5%	0.0%	3.6%	-1.5%	4.3%
CCS(=O)(=O)N1CCC(C(=O)NCc2cc(OC)ccc2OC)CC1	-11.5%	-8.8%	-1.4%	-0.5%	-1.6%	3.0%	-0.7%	-2.6%	-7.0%	-4.8%	1.6%
CCCC(CCC)C(=O)Nc1c[nH]c(=O)[nH]c1=O	1.3%	2.3%	-1.5%	-0.1%	-0.7%	-3.2%	-3.5%[1.84 µM]	8.0%	0.7%	-6.8%	-3.3%
Cc1cc(C(=O)CN2C(=O)C3CC=CCC3C2=O)c(C)n1-c1ccccc1 (configuration not stated)	?	-7.2%	12.6µM*	?	0.562µM*	-11.6%	?	-1.0%	?	0.708µM*	0.675µM*
Cc1nn(Cc2ccc(Cl)cc2)c(C)c1N	-15.1%	-0.2%	-7.9%	-1.5%	-4.4%	-4.5%	4.3%	-2.6%	-4.6%	1.8%	0.0%
Cc1ccccc1CC(=O)NC1CCN(C)CC1	-8.1%	-8.0%	-2.2%	-6.4%	1.7%	-0.5%	-7.5%	2.0%	-3.0%	5.3%	0.0%
Cc1ccc(Cn2c(SCC(=O)NCC3CCCO3)nc3c2c(=O)n(C)c(=O)n3C)cc1 (configuration not stated)	8.4%	1.9%	-7.4%	0.1%	0.5%	-1.9%	11.6%	-4.0%	1.5%	0.9%	-3.0%
Cc1ccc(-n2cccn2)c([C@@H]2C[C@H]3CN(C)C(=O)[C@]34CCCN24)c1	26.3%	-6.2%	5.5%	0.1%	-1.6%	-4.1%	-12.3%	0.2%	-0.4%	-2.9%	-2.3%
COc1cc(S(=O)(=O)N(Cc2ccccn2)Cc2ccco2)ccc1-n1cnnn1	?	-9.2%	0.2%	-4.7%	-4.2%	2.7%	3.1%	0.5%	-5.4%	1.5%	-0.8%
O=[N+]([O-])c1ccc(N2CCN(C(=S)Nc3cccc(F)c3)CC2)cc1	?	?	?	-10.6%	-4.4%	?	-5.3%	-2.3%	-5.7%	-3.3%	2.2%
Cc1ccc(S(=O)(=O)Nc2ccc3c(c2)nc(CCN2CCCC2)n3C)cc1	-38.5%	-9.5%	-15.4%	3.6%	1.5%	?	-17.3%	-4.4%	-7.6%	3.3%	2.9%
CCOC(=O)NC(=S)Nc1cccc(NC(=S)NC(=O)OCC)c1	7.08µM*	5.5%	?	0.0%	1.4%	0.5%	-3.3%	1.0%	0.3%	8.5%	0.4%
CC(NS(C)(=O)=O)C(c1cccs1)N1CCN(c2ccccc2)CC1 (configuration not stated)	-43.7%	-7.4%	0.0%	-2.8%	-0.6%	-1.4%	5.3%	-0.9%	-6.5%	-4.4%	-0.1%
CC1(C)C2CC=C(/C=N/NC(=O)C3CC3)C1C2 (configuration not stated)	3.4%	-7.3%	3.7%	3.6%	-1.8%	1.0%	-10.8%	0.7%	-3.1%	10.1%	-1.9%
O=C(NCc1ccncc1)C(=O)NCC(c1ccco1)N1CCN(c2ccccc2)CC1 (configuration not stated)	4.9%	-10.3%	-5.9%	-6.6%	0.6%	-2.3%	-21.9%	-5.2%	-1.3%	-11.5%	-1.2%
CCC(=O)Nc1ccc(NC(=S)Nc2ccccc2)cc1	-1.7%	-11.3%	-2.8%	-0.3%	-0.6%	4.5%	1.5%	9.8%	-4.9%	-8.3%	1.7%

Source: PubChem BioAssay
